S2 tox: cell viability loss in ATXN counter-screen. S2 cells (HEK-293 line with an ATXN2-luciferase reporter) viability, CellTiter-Fluor protease fluorescence, 24 h. Potency, µM (series often up to 56.7 µM), hits mostly cytotoxic. 400,000 tested, 0.49% active. AID 651635; note: potency is the fitted concentration of half-maximal effect; nearly all actives have a fitted effect of over 40% in size
A549 tox: kills or reduces viability of A549 cells in Nrf2 counter-screen; Potency, µM (titrated, usually from 46 µM), for the others: top-dose activity change, negative = cytotoxicity, hits mostly inhibitors; AID 504648; A549 ARE-Fluc cells, CellTiter-Fluor viability, 18-24 h; 390,000 tested, 0.16% active; note: potency is the fitted concentration of half-maximal effect; % is set by controls: 0 for no effect and ±100 for the full control effect
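Cytotoxicity counterscreen: CellTiter-Fluor fluorescence was measured in A549 ARE_Fluc cells after 18-24 h of compound exposure in a concentration series. The subsequent BugLite luminescent read reports ARE-luciferase activity.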
HepG2 viability: HepG2 cytotoxicity, counter-screen for TGF-b inhibitors; 410,000 tested, 0.76% active; Potency, µM (highest dose often 46.1 µM), without a hit: at the highest dose activity change, negative = cytotoxicity, usual class: cytotoxic; HepG2 CAGA-GFP viability, ATP luminescence, 18 h; AID 588856; note: potency is the fitted concentration of half-maximal effect; some results filed as inactive show a strong effect at the top dose
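HepG2 CAGA-GFP cells (1000/well, DMEM with 1% FBS) received compound, then TGF-beta at 500 pg/mL final, and were incubated 18 hours at 37 degrees C. Viability was read by CellTiter-Glo luminescence. Media-only wells were set as complete cell-killing and DMSO as no toxicity.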
ATXN2 expr inh: ATXN2 expression inhibition | HEK-293 ATXN2-luciferase reporter, luminescence, 24 h | Potency, µM (highest dose often 57 µM), inactives show at the top dose activity change, negative = inhibition, actives largely listed as inhibitors | 360,000 tested, 0.72% active | AID 1745845; note: potency is the fitted concentration of half-maximal effect; % is set by controls: 0 for no effect and ±100 for the full control effect; nearly all actives have a fitted effect of over 55% in size
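ATXN2-luciferase reporter cells (luciferase flanked by upstream and downstream ATXN2 gene portions) were treated 24 h at 37 °C with compounds at up to 57 uM. SteadyGlo luminescence gave expression; GF-AFC fluorescence gave viability.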
MCF10A rerep: induces DNA re-replication in MCF 10a normal breast cells; Potency, µM (top dose mostly 46.1 µM), without a hit: top-dose activity, positive = re-replication, usual class: activators; AID 624296; MCF 10A DNA re-replication, Hoechst nuclear intensity, 48 h; 350,000 tested, 2.9% active; note: potency is the fitted concentration of half-maximal effect; % of control where 0% means no effect; nearly all actives have a fitted effect of over 50% in size
Nrf2 block: blocks Nrf2 signaling; AID 504444; Potency, µM (titrated, usually from 46 µM), inactives show at the top dose activity change, negative = inhibition, hits mostly inhibitors; A549 ARE-Fluc reporter, luciferase luminescence, 18-24 h; 360,000 tested, 2.1% active; note: potency is the fitted concentration of half-maximal effect; % is set by controls: 0 for no effect and ±100 for the full control effect; nearly all actives have a fitted effect of over 60% in size
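Nrf2 function is reported as luminescence of an ARE-controlled luciferase in A549 cells. Compounds were tested at several concentrations, and a CellTiter-Fluor read on the same wells flagged cytotoxicity.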
TGFb inhibitor: blocks TGF-b signaling; 410,000 tested, 1.2% active; HepG2 CAGA-GFP TGF-b/SMAD3 reporter, GFP fluorescence, 18 h; TGF-beta stimulated, 500 pg/mL final; AID 588855; Potency, µM (highest dose often 46.1 µM), for the others: top-dose activity, negative = inhibition, actives largely listed as inhibitors; note: potency is the fitted concentration of half-maximal effect; % is set by controls: 0 for no effect and ±100 for the full control effect; nearly all actives have a fitted effect of over 65% in size
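Read-out: total well GFP (ex488/em500-530) summed from mean per-cell fluorescence. Cells: HEPG2 CAGA-GFP, 1% FBS DMEM, 18 h at 37 degrees C with 500 pg/mL final TGF-beta. Unstimulated wells served as the full-inhibition control; stimulated DMSO wells = 0%.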
Nrf2 ARE act: activators of Nrf2 (ARE) signaling; Potency, µM (titrated, usually from 46.1 µM), for inactives: at the top dose activation, most hits filed as activators; AREc32 ARE-luciferase reporter (MCF7-derived line), luminescence, 24 h; 410,000 tested, 0.31% active; note: potency is the fitted concentration of half-maximal effect; % of control where 0% means no effect; nearly all actives have a fitted effect of over 65% in size
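Quantitative high-throughput format: AREc32 reporter cells, 1000 per well, received compound by pin transfer and were incubated 24 hr at 37 deg C, 5% CO2, before Steady-Glo luminescence detection.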
IL-1B inflam inh: inhibitors of inflammasome signaling (IL-1 beta secretion) | activity change, % at 57.5 µM | 360,000 tested, 4.7% active | THP-1 LPS/ATP IL-1B secretion, AlphaLISA, 16 h; active compounds read low; in the data active = activity change below about -50%; inconclusive = mostly about -30% to -49%; note: % is set by controls: 0 for no effect and ±100 for the full control effect
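Secreted IL-1B measured by AlphaLISA bead assay after 16 h compound exposure of THP-1 cells; compounds (final up to 57.5 uM) added 1 h before LPS (250 ng/mL) and ATP (1.25 mM) stimulation; lower signal means less secretion.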
Numbers without * were called inactive; i = inactive; ? = inconclusive; . = not tested or not shown; & = joins results of further samples; [ ] = another dose, or the depositor's remark. Unless noted, calls come from the whole dose curve; as a rule, active = well fitted curve in the direction sought with a large enough effect; inconclusive = small, poorly fitted or top-dose-only effect, or another doubt; inactive = no such curve, though single readings can be large; an effect the other way counts as inactive or inconclusive.

Order of values: IL-1B inflam inh, A549 tox, Nrf2 block, TGFb inhibitor, MCF10A rerep, HepG2 viability, Nrf2 ARE act, ATXN2 expr inh, S2 tox
1	CCOC(=O)C(C(=O)OCC)N(C#N)c1nc(N(C)C)nc(N(C)C)n1
  -100*, -12%, -7%, ?, 0%, -31%, 7.3%, -27%, i
2	COc1ccccc1OCCC(=O)Nc1cccc(S(=O)(=O)N2CCCCC2)c1
  -3, -4%, ?, ?, 15%, -4%, 0.6%, 3%, i
3	COc1ccccc1OCc1cc(C(=O)NCCN2CCCC(O)C2)no1 (stereo not given)
  -4, -2%, 17%, -15%, -1%, -20%, -0.3%, 2%, ?
4	CC(=O)c1ccc(S(=O)(=O)NCc2nnnn2-c2ccccc2)cc1
  8, -5%, -14%, 0%, 7%, -3%, -0.5%, ., i
5	COCC1CCN(C(=O)C2CCC(=O)N(Cc3cccc(F)c3)C2)CC1 (stereo not given)
  9, 0%, 12%, 3%, -5%, 6%, -0.2%, 3%, i
6	CCc1cc(C(=O)NCc2ccccc2)no1
  ., -1%, 24%, -2%, ., 9%, 3.8%, 18%, i
7	Cc1ccc(-c2nc3ccccc3c(=O)n2-c2c(C)n(C)n(-c3ccccc3)c2=O)cc1
  12, -15%, -1%, 21%, -4%, 6%, -0.7%, -9%, ?
8	COC(=O)[C@@H](Cc1c[nH]c2ccccc12)NCc1cccc(B(O)O)c1
  -2, -1%, 1%, 5%, 6%, -7%, 6.5%, 1%, i
9	CN(C(=O)COC(=O)c1cnc(Cl)c(Cl)c1)C1CCS(=O)(=O)C1 (stereo not given)
  -86*, -6%, 14%, -7%, -3%, -3%, 16%, -6%, i
10	Cc1ccc([N+](=O)[O-])c2c1C(N1CCCCC1)C(C)(C)O2 (stereo not given)
  4, 1%, -7%, -4%, 2%, -2%, 0.4%, 5%, i

Eight structures already listed, arranged by heavy-atom count, highest first:
Order of values: IL-1B inflam inh, A549 tox, Nrf2 block, TGFb inhibitor, MCF10A rerep, HepG2 viability, Nrf2 ARE act, ATXN2 expr inh, S2 tox
7	Cc1ccc(-c2nc3ccccc3c(=O)n2-c2c(C)n(C)n(-c3ccccc3)c2=O)cc1
  12, -15%, -1%, 21%, -4%, 6%, -0.7%, -9%, ?
2	COc1ccccc1OCCC(=O)Nc1cccc(S(=O)(=O)N2CCCCC2)c1
  -3, -4%, ?, ?, 15%, -4%, 0.6%, 3%, i
3	COc1ccccc1OCc1cc(C(=O)NCCN2CCCC(O)C2)no1 (stereo not given)
  -4, -2%, 17%, -15%, -1%, -20%, -0.3%, 2%, ?
8	COC(=O)[C@@H](Cc1c[nH]c2ccccc12)NCc1cccc(B(O)O)c1
  -2, -1%, 1%, 5%, 6%, -7%, 6.5%, 1%, i
4	CC(=O)c1ccc(S(=O)(=O)NCc2nnnn2-c2ccccc2)cc1
  8, -5%, -14%, 0%, 7%, -3%, -0.5%, ., i
9	CN(C(=O)COC(=O)c1cnc(Cl)c(Cl)c1)C1CCS(=O)(=O)C1 (stereo not given)
  -86*, -6%, 14%, -7%, -3%, -3%, 16%, -6%, i
10	Cc1ccc([N+](=O)[O-])c2c1C(N1CCCCC1)C(C)(C)O2 (stereo not given)
  4, 1%, -7%, -4%, 2%, -2%, 0.4%, 5%, i
6	CCc1cc(C(=O)NCc2ccccc2)no1
  ., -1%, 24%, -2%, ., 9%, 3.8%, 18%, i

Later entries:
Order of values: IL-1B inflam inh, A549 tox, Nrf2 block, TGFb inhibitor, MCF10A rerep, HepG2 viability, Nrf2 ARE act, ATXN2 expr inh, S2 tox
11	COc1ccc(OCC(=O)NC(=S)Nc2ccc(S(=O)(=O)Nc3cc(C)on3)cc2)cc1
  15, 1%, 0%, 2%, -6%, 6%, 1.9%, 9%, i
12	CCN(CC)c1ccc(NC(=O)CN2CCN(S(=O)(=O)c3cc(Cl)ccc3OC)CC2)cc1
  -29, -4%&-1%, ?, ?, 3%, -41%&-43%, 3.9%&0.5%, -37%&-25%, ?
13	O=S(=O)(Nc1ccc(S(=O)(=O)N2CCOCC2)cc1)c1ccccc1
  7, 0%, -6%, -7%, -1%, -17%, -0.5%, 1%, i
14	CC(=O)Nc1ccc2nc(-c3ccncc3)[nH]c2c1
  -15, -7%, 25%, 0%, -3%, -8%, 0.0%, 1%, i
15	O=C(Nc1ccccc1)c1cc2ccc3ccccc3c2s1
  14, 0%, ?, 0%, 18%, -9%, 9.6%, 0%, i
16	CCOC(=O)c1sc(-c2ccccc2)cc1NC(=O)Nc1ccccc1
  ?, 1%, -30%, ?, ?, -1%, 0.7%, -39%, i
17	O=C(C1CCCN(S(=O)(=O)c2cccc3nsnc23)C1)N1CCCCCC1 (stereo not given)
  11, 1%, -15%, 1%, -6%, -1%, 0.2%, -10%, ?
18	CCN1CCN(c2ccc(S(=O)(=O)N3CCOCC3)cc2NC(=O)c2ccc(OCC(C)C)cc2)CC1
  3, -23%, 9.2µM*, 10%, -5%, -1%, 0.1%, ., i
19	COc1ccc(N2CCN(S(=O)(=O)Cc3ccccc3)CC2)cc1
  -1, 4%, 9%, 0%, -1%, -2%, -0.7%, -1%, i
20	CC(C)CNc1ncnc2c1sc1nc(N3CCOCC3)c3c(c12)CC(C)(C)OC3
  -29, 1%, 4%, -13%, 3%, 15%, 0.1%, 1%, i
21	Cc1ccc2cccc(NC(=O)COc3cc(C)c(Cl)c(C)c3)c2n1
  ., 3%, 16%, 4%, ., -13%, -0.4%, -1%, i
22	O=C(Nc1ccc2c(c1)OCO2)c1csc([C@H]2C[C@H](O)[C@@H](CO)O2)n1
  -9, ., ., -4%, ., -17%, 0.6%, 15%, i
23	Cc1ccc(S(=O)(=O)Nc2nsc(N)n2)cc1
  -14, -16%, -11%, -7%, -178%[0.0737 µM], -9%, 0.0%, 7%, i
24	Cc1cc(C)cc(OC(C)C(=O)Nc2ccccc2C(=O)NCc2cccnc2)c1 (stereo not given)
  -10, -10%, ?, -3%, 18%, 1%, -0.1%, -28%, i
25	Cc1noc(Cn2c(=O)c3cc4c(cc3n(CC(=O)Nc3ccc(C(C)C)cc3)c2=O)OCO4)n1
  ., 1%, -11%, 0%, ., -41%, -0.1%, -16%, i
26	O=C(CC1C(=O)NCCN1Cc1cccc(Oc2ccccc2)c1)NCCc1cscn1 (stereo not given)
  -6, 16%, ?, 10%, 10%, -10%, 0.4%, ., i
27	Cc1ccc(NC(=O)c2ccccc2F)c(NC(=O)c2ccccc2F)c1
  -8, 2%, ?, 3%, 4%, -17%, -0.1%, 38%[activator], i
28	O=S(=O)(c1ccccc1)c1nc(-c2ccccc2)oc1N1CCCC1
  -6, 5%, -7%, -18%, -4%, -11%, -0.7%, -22%, i
29	CCOC(=O)c1c(C)nc2c3ccccc3ccn12
  1, 4%, ?, -1%, ?, -11%, 16%, 65%[activator], i
30	COc1cc(CCC(=O)OCC(=O)Nc2ccc3c(c2)OCO3)cc(OC)c1OC
  -11, 0%, 3%, 11%, 9%, -15%, -0.6%, 5%, i
31	O=C(/C=C/c1cccc(Cl)c1)NCc1ccncc1
  40, 3%, -11%, -5%, -6%, 3%, -0.7%, 5%, i
32	C=CCN1C2CCCC1CC(NC(=O)Nc1cccc(C(C)=O)c1)C2 (stereo not given)
  ?, 7%, ?, 3%, 6%, -3%, -0.5%, 10%, i
33	O=C1CSc2ccc(S(=O)(=O)NCc3ccc(F)cc3)cc2N1
  31, 0%, ?, -5%, 5%, -1%, -0.9%, ., .
34	COc1ccc(C(CNC(=O)c2cccc(N(C)C)c2)N2CCCC2)cc1 (stereo not given)
  -15, 1%, 20%, -12%, -182%[0.0737 µM], -22%, 2.8%, 3%, ?
35	O=C(COC(=O)C1CCN(S(=O)(=O)c2cccs2)CC1)Nc1ccccc1
  -8, 1%, 26%, 2%, -6%, 0%, 3.1%, 1%, i
36	COc1ccc(C2=CC(=O)OC3(CCCCC3)O2)cc1
  18, -3%, 1%, 8%, 431%[0.0737 µM], 1%, 0.0%, -4%, i
37	FC(F)(F)c1cccc(N2CCN(Cc3nnc(-c4ccc5c(c4)OCO5)o3)CC2)c1
  ., 2%, ?, -27%, ., -25%, -0.3%, ?, ?
38	CC(=O)Nc1ccc(S(=O)(=O)N2CCN(CCc3ccccc3)CC2)cc1
  -28, 1%, ?, ?, 2%, -4%, 0.4%, -7%, i
39	O=C(O)C12CC3CC(C1)CC(n1ncc(N4CCN(c5ccccc5)CC4)c(Cl)c1=O)(C3)C2
  -22, -3%, 15%, 1%, -3%, -1%, -0.9%, 0%, i
40	O=C1C2C3CCCC3=C3CCCC3C2C(=O)N1c1ccc(F)cc1 (stereo not given)
  16, 3%, ., 39%&-25%, 0%, -3%&-2%, 0.5%, 3%, i
41	O=c1[nH]c(CN2CCN(S(=O)(=O)c3ccc4ccccc4c3)CC2)nc2ccccc12
  11, 5%, 16%, 0%, 4%, 10%, -0.3%, -21%, i
42	Cc1ccc(N2CC(NC(=O)N3CCN(C(=O)c4ccco4)CC3)CC2=O)cc1 (stereo not given)
  -3, 1%, 18%, -11%, 5%, 1%, -0.6%, -8%, i
43	NC(=O)C1CCN(CC(=O)Nc2ccccn2)CC1
  -6, -7%, 9%, 0%, 0%, 1%, 0.1%, 2%, i
44	Nc1c(Cl)cc2c(c1Oc1ccccc1)C(=O)c1ccccc1C2=O
  -71*, -11%, -1%, -4%, 13µM*, 2%, 0.7%, -1%, i
45	CCN(CC)C(=O)CSc1ncccc1-c1nc2ccccc2[nH]1
  8, 2%, 5%, 4%, -2%, -10%, 1.0%, -10%[11.3 µM], i

Screening results as filed in PubChem BioAssay.
